# rCAG RNA binder – r(CAG) repeat RNA binding; AID 651821; hit rate 1.3% among 370,000; TO-PRO-1 dye displacement fluorescence; inhibition, % at 3 µM;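 active = inhibition above the plate cutoff, the mean of all test compounds on that plate plus 3 SD, cut at about 35% in these data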;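 note: 0% = DMSO alone and 100% = 100 µM mitoxantrone as full dye displacement; higher means more dye released from RNA so lower well fluorescence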
# KLK7 zymogen act – activates the human kallikrein-7 zymogen; P49862; purified proKLK7, EDANS-DABCYL substrate fluorescence; 100% is mature enzyme control, 0% vehicle; activation, % at 7 µM; hit rate 0.9% among 370,000;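 active = activation above the mean of all tested compounds plus 3 SD, computed per campaign excluding outliers beyond control limits, cut at about 13% in these data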
# DDE Tn6 FP inh – DD(E)-Tn6 binding inhibition, primary FP screen. Fibrin DD(E) TRITC-Tn6 fluorescence polarization displacement. inhibition, % at 8.3 µM. hit rate 0.21% among 370,000. AID 720509;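 active = inhibition above a per-campaign cutoff: mean of compounds within control limits plus 3 SD, cut at about 15% in these data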;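 note: 0% = median of all compound wells on the plate and 100% = blocking peptide control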
# Target sequence (P02675 whole entry, looked up): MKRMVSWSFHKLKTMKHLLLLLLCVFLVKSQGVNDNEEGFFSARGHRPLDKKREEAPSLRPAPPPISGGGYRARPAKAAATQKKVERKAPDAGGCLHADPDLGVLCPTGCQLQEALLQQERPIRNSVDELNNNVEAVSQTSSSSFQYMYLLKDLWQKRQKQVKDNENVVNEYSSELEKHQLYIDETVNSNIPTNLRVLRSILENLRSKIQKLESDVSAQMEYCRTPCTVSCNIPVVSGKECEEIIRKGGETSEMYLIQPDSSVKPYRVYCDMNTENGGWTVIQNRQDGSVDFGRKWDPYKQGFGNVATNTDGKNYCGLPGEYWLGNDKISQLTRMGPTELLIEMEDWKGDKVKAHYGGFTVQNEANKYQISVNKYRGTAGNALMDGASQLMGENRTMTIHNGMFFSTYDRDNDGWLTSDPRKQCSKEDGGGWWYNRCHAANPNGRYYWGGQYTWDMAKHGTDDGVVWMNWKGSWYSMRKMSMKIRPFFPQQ
# NPR1 activator – GC-A (human) enzyme activation; P16066; HEK293 GC-A cells, cGMP TR-FRET, EC30 ANP; 0% at EC30 ANP, 100% saturating ANP; activation, % at 10 µM; AID 1671463; hit rate 0.14% among 370,000; in the data active = activation above about 40%
# HGIII-sPLA2 inh – Inhibits HGIII-sPLA2 liposome hydrolysis, primary screen. QFRET BODIPY PC-A2 liposome hydrolysis, fluorescence. inhibition, % at 12.2 µM. hit rate 0.56% among 370,000. AID 743126;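 active = inhibition above mean plus 3 SD of compounds lying within the high and low control bounds, cut at about 19% in these data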;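 note: 0% = median of test compound wells and 100% = no enzyme DMSO wells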
# ASAP1 GAP inh – ASAP1 ArfGAP inhibition; hit rate 0.19% among 360,000; inhibition, % at 16.5 µM; ASAP1-stimulated ARF1 GTP hydrolysis, GDP FP detection; Q9ULH1; in the data active = inhibition above about 25%;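 note: 0% = vehicle with enzyme and substrate and 100% = no enzyme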
# GC-B act – GC-B (human) receptor activation | activation, % at 10 µM | HEK293-GC-B cells, CNP EC30, cGMP TR-FRET; 0% at EC30 CNP, 100% saturating CNP | AID 1920062 | hit rate 0.11% among 370,000 | P20594;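 active = activation at 10 µM reaching about 35% in either raw or pattern-adjusted values, limit read from the data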
# GAA850 FXN act – activators of GAA850 frataxin (FXN) promoter; HEK293 lucGAA850 FXN promoter luciferase reporter, 24 h; percent of 10 µM SAHA response; activation, % at 6 µM; hit rate 0.56% among 360,000; AID 540364;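 active = activation above the average of all compounds screened plus 3 SD, cutoff fixed separately per campaign, cut at about 7.5% in these data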;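 note: 0% = DMSO wells and 100% = 10 µM SAHA wells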
# ARFGAP1 inhibitor – inhibits rat ARF GTPase activating protein 1; AID 651572; inhibition, % at 16.5 µM; Arfgap1-stimulated ARF1 GTP hydrolysis, GDP FP detection; Q62848; hit rate 0.26% among 360,000;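 active = inhibition above a per-plate limit, mean inhibition of low control wells plus 3 SD, cut at about 25% in these data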;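 note: 0% = DMSO wells with enzyme and 100% = wells lacking Arfgap1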
#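 system = rat Arfgap1 catalytic domain, aa 1-136 | technique = FP, GDP Alexa 633 tracer displaced from anti-GDP antibody, 620/688 nm | compound = one concentration, 16.5 µM, DMSO 1.26% | medium = HEPES-based buffer, pH 7.5 | timing = compound-enzyme preincubation 20 min, reaction 120 min, detection 60 min, 25 °C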
# ADAM10 inh – ADAM10 inhibition, QFRET primary screen; recombinant ADAM10, EDANS/DABCYL FRET peptide cleavage, 3 h; inhibition, % at 7 µM; hit rate 0.62% among 370,000; O14672;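 active = inhibition above a per-campaign cutoff equal to the mean of compounds falling between control-based bounds plus 3 SD, cut at about 20% in these data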;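 note: 0% = DMSO wells while the 100% control is not disclosed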
# Target sequence (O14672 214-748 limits assumed): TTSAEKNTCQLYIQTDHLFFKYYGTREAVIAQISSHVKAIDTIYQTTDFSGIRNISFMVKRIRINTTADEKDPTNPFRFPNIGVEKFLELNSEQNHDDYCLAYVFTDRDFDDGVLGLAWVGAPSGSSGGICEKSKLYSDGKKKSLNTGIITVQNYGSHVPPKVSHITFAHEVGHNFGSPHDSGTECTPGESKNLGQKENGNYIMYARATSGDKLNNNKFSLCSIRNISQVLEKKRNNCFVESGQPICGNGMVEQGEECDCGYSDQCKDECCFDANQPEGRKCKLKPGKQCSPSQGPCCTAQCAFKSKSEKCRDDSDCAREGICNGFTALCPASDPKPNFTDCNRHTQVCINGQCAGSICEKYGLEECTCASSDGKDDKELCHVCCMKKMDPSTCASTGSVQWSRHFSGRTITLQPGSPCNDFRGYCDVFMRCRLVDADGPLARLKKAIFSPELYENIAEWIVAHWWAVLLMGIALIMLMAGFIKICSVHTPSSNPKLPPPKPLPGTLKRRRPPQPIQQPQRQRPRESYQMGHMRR
# Active calls of the source: *; i = inactive; x = no result given.
no.	compound	rCAG RNA binder	KLK7 zymogen act	DDE Tn6 FP inh	NPR1 activator	HGIII-sPLA2 inh	ASAP1 GAP inh	GC-B act	GAA850 FXN act	ARFGAP1 inhibitor	ADAM10 inh
1	Cc1ccc(NC(=O)CC(C)CC(=O)NCc2ccccc2)cc1Cl (stereo not drawn)	2.4	0.4	7.8	-0.7	-7.9	12.8	-2.9	-1.4	-13.4	8.3
2	CCN(C(=O)Cn1c(=O)oc2ccccc21)c1ccc(C)c(C)c1	-7.4	0.1	-0.7	-5.1	7.6	-7.6	-8.9	0.7	7.5	6.6
3	CCn1c(=O)c2ccccc2n(CC(=O)N2CCCc3ccccc32)c1=O	1.0	0.5	2.1	-0.2	1.4	-0.7	7.3	0.1	12.5	8.1
4	COc1ccc(CC(=O)NC(c2ccccc2)c2ccccc2)cc1S(=O)(=O)N1CCOCC1	-0.7	0.6	-1.7	-3.5	-6.0	2.2	4.8	-0.8	5.0	-0.8
5	C[C@@H]1[C@@H](O)C[C@@]2(C[C@H](O)c3ccccc3O2)O[C@H]1c1ccccc1	0.5	0.1	9.6	-1.7	-4.3	x	-12.4	x	x	-1.2
6	Cc1cc(C)cc(C(=O)NCC(=O)OCC(=O)NCC(F)(F)F)c1	-1.6	0.3	2.4	2.6	8.8	-6.0	-1.6	0.3	7.4	-5.8
7	C/C(CC(=O)Nc1ccccn1)=N\NC(=O)C(=O)Nc1ccccc1C	2.5	-1.6	-1.1	2.1	4.7	10.0	-1.8	0.6	-7.7	-70.9
8	S=C(NC1CCCCC1)N1CCN(c2ccccn2)CC1	-7.6	0.7	1.8	-0.9	4.5	-5.1	1.3	2.4	1.3	-15.3
9	CCOC(=O)N1CCC(C(=O)NNC(=O)c2ccc(Cl)cc2Cl)CC1	-3.1	-0.1	-1.2	2.1	6.0	-13.0	-0.5	1.0	-7.3	4.4
10	CCOc1ccc(S(=O)(=O)N=C(c2ccccc2)N2CCOCC2)cc1	2.4	0.5	-3.8	0.0	1.3	3.3	-1.3	1.9	-2.2	-0.7
11	CCOc1ccc(C(=O)Nc2cccc(-n3cnnn3)c2)cc1OCC	6.7	0.3	0.6	0.6	-3.3	-18.2	2.6	2.0	-9.0	8.4
12	COc1ccc(-c2cc(NC(C)=O)c3ncc(-c4ccccc4)n3c2)cc1OC	13.3	2.6	-2.5	8.0	-10.7	-7.1	7.8	4.2	0.6	-269.6
13	Cc1nc(C(=O)NNC(=O)c2ccc(C(F)(F)F)cc2)cs1	0.0	-0.6	-8.5	-2.5	-10.8	-6.1	3.0	-1.2	6.9	-3.9
14	Cc1noc(C)c1COc1ccc(C(=O)OCC(=O)Nc2ccc3c(c2)OCO3)cc1	4.2	-0.4	3.6	2.6	5.5	6.7	0.4	2.6	1.5	-3.8
15	c1cc(OCCCN2CCCCC2)ccc1CN1CCCCC1	-4.4	0.9	-4.3	2.5	-0.8	-16.8	1.8	-1.3	5.5	8.2
16	COc1ccc(OC)c(N=C2SCCCN2C(=O)c2ccc(N3C(=O)CCC3=O)cc2)c1	1.9	0.4	-1.6	1.7	9.9	-9.7	-4.8	x	4.0	-4.6
17	CC(C)C(=O)Nc1sc2c(c1C#N)CCCCC2	2.9	-0.5	-11.5	-1.4	9.1	-11.6	-0.3	2.4	1.3	9.5
18	Cc1ccccc1NC(=O)c1ccc(Cn2cc([N+](=O)[O-])cn2)o1	-1.7	-0.5	-1.7	0.1	-2.3	5.1	1.8	0.7	2.5	-2.5
19	Cc1ccc(-c2nc3c(C)cc(Br)cn3c2Cc2ccccc2C(F)(F)F)cc1	19.3	0.5	-0.2	1.3	-14.6	5.2	1.4	x	-8.9	-6.3
20	COc1ccc(C(=O)NCC(=O)Nc2ccc(-c3ccccc3)cc2)cc1	4.3	0.1	-2.9	-1.8	3.1	13.2	-3.6	1.1	-9.8	3.8
21	N/C(=C\C(=O)c1cc(Cl)ccc1O)C(Cl)(Cl)Cl	12.1	0.3	-5.7	-0.9	-15.4	5.5	0.8	-0.8	-0.1	-4.9
22	COc1cccc(NC(=O)CN2C(=O)NC3(CCCc4ccccc43)C2=O)c1 (stereo not drawn)	1.8	0.3	3.7	0.9	-5.4	4.1	-1.4	-2.3	-3.9	-2.2
23	CCOC(=O)c1c(NC(=O)COC(=O)C2CCC2)sc(C(=O)N(C)C)c1C	-6.3	0.1	-11.9	4.0	-2.8	-5.2	10.2	-0.2	-5.0	-7.8
24	CC(=O)Nc1cccc(-c2cc(C)c3cc4c(cc3n2)OCO4)c1	2.0	1.3	-2.3	1.4	-1.7	3.3	3.2	5.7	14.5	-99.7
25	COc1cccc(NC=C2C(=O)OC3(CCCCC3)OC2=O)c1	3.3	-0.4	-5.8	6.4	3.4	1.9	0.7	3.2	-10.0	-16.5
26	Cc1ccc(S(=O)(=O)/N=C(/Nc2c(C)cccc2C)c2ccccc2)cc1	-1.1	-0.5	4.0	-8.8	-13.7	2.5	-15.9	-1.1	8.1	-0.9
27	O=C(N/N=C1\NC(=O)C(CO)(CO)S1)c1ccccc1	0.6	-0.2	-0.6	1.3	-2.9	-9.2	2.0	1.3	9.7	-3.1
28	N#Cc1ncc(-c2ccc3c(c2)OCCOCCOCCOCCO3)nc1C#N	-4.0	0.6	5.1	2.0	2.1	-9.4	-2.0	-2.2	8.2	0.9
29	CCOC(=S)SCC(=O)Nc1nc(-c2ccccc2)cs1	2.6	0.6	-0.5	6.3	-6.6	-11.9	-1.5	1.2	5.3	6.6
30	Cc1ccc(S(=O)(=O)N/N=C\c2cc3c(cc2[N+](=O)[O-])OCO3)cc1	0.6	0.2	-7.2	-1.1	8.6	-2.4	0.9	1.1	8.2	-11.2
31	OCCN1CCN(c2nc(N3CCCCC3)nc(N3CCCCC3)n2)CC1	-11.3	-0.2	-3.0	-1.0	-1.6	-9.8	-3.0	0.0	12.6	4.5
32	CC(=O)c1cccc(NC(=O)C2CC(=O)N(c3cccc(C)c3C)C2)c1 (stereo not drawn)	-1.1	-0.5	1.0	-1.1	-3.1	-5.9	-0.6	-1.8	3.2	3.6
33	CSc1ncccc1C(=O)N1CCCC(N2CCN(c3ccccc3C)CC2)C1 (stereo not drawn)	-3.1	-0.9	-3.6	-0.3	-6.8	-12.2	-2.9	-0.8	7.9	-0.1
34	O=C(C[n+]1ccc(/C=N/O)cc1)N(Cc1ccccc1)Cc1ccccc1	7.8	0.2	-0.7	1.4	-35.7	-9.3	5.4	3.5	-13.3	-6.6
35	COc1ccccc1-c1c(C)c(C)nc(N)c1C#N	0.1	0.5	-1.3	2.5	7.1	6.7	1.3	1.2	6.2	-174.3
36	COc1ccc(NC(=O)c2cc(-c3cccc(OC)c3)on2)cc1	0.4	-2.1	-4.2	4.4	0.9	-0.1	5.7	-0.9	0.1	-10.9
37	O=C(Cn1cc2c(n1)CCCCC2)NC1CCN(Cc2ccccc2)CC1	-8.0	-1.1	10.2	1.3	-7.8	-0.5	-5.7	0.6	4.7	-5.3
38	Cc1cc2nc(C)n(CCCNC(=O)Nc3ccccc3)c2cc1C	-3.5	0.0	-4.3	-4.3	-9.6	-7.3	-2.7	-1.0	5.9	2.8
39	CCc1ccc(OCC(=O)N/N=C(\C)c2ccc(OC(F)F)cc2)cc1	2.3	-0.7	12.5	-0.9	-7.8	-2.2	-1.9	1.8	1.3	4.8
40	COc1cccc(C(=O)NC2CCCc3c2cnn3-c2cc(C)cc(C)c2)c1 (stereo not drawn)	-6.9	0.0	-1.9	-5.1	-2.4	1.3	-1.4	-0.1	9.2	3.3
41	COc1ccccc1N1CCN(S(=O)(=O)CCNC(=O)CCCc2ccccc2)CC1	-6.7	0.3	-4.1	-1.2	-8.6	-7.6	1.8	1.0	-12.3	0.1
42	CCOc1ccc2oc(-c3ccccc3)c(C(=O)O)c2c1	8.4	11.4	-2.1	-3.9	-9.0	16.6	-2.8	0.3	19.6	i
43	Cc1cc(=O)oc2c(C)c(OC(C)C(=O)NCc3ccccn3)ccc12 (stereo not drawn)	-3.2	0.8	0.5	-2.8	2.9	-3.8	-2.6	0.1	-10.9	-128.6
44	COC1OC2COC(c3ccccc3)OC2C(O)C1N (stereo not drawn)	3.1	0.5	7.0	1.6	4.9	-4.1	5.1	1.4	-9.8	-15.3
45	COc1ccc(CCNC(=O)C(=O)c2cn(CC(=O)N3CCOCC3)c3ccccc23)cc1OC	-8.8	0.6	9.1	2.3	-1.6	-2.8	-2.0	1.8	-2.6	-3.5
46	CCOc1ccc(NC(=S)NC(=O)c2c(Cl)cnn2CC)c([N+](=O)[O-])c1	-1.8	0.0	-0.2	-2.6	22.3*	5.2	-1.9	3.4	5.5	-3.9
47	O=C(N/N=C/c1ccccc1C(=O)O)c1cccc(S(=O)(=O)N2CCCCC2)c1	4.9	0.1	1.0	4.6	5.6	-7.8	-0.3	0.2	-9.4	-10.5
48	CC(C)(Oc1ccc(Cl)cc1)C(=O)N(Cc1ccccc1)c1ccccn1	-5.9	0.1	12.6	-26.0	5.3	5.2	-24.7	1.6	4.8	1.9
49	CCOC(=O)c1nnn(-c2nc(N3CCCC3)nc(N3CCCC3)n2)c1-c1ccccc1	-3.7	-0.2	0.1	-1.9	0.7	-11.8	6.7	-3.2	0.4	-1.7
50	COc1ccc(NC(=O)CS(=O)c2ccc(Br)cc2)cc1 (stereo not drawn)	-3.1	0.3	5.0	-0.7	2.7	-8.1	-1.7	-0.4	11.2	-11.5

# Additional compounds follow:
no.	compound	rCAG RNA binder	KLK7 zymogen act	DDE Tn6 FP inh	NPR1 activator	HGIII-sPLA2 inh	ASAP1 GAP inh	GC-B act	GAA850 FXN act	ARFGAP1 inhibitor	ADAM10 inh
51	CC(=O)NS(=O)(=O)c1ccc(NC(=O)CCC(=O)Oc2ccc(C)cc2)cc1	0.5	-0.2	1.4	5.1	-1.0	1.9	5.2	-3.1	-13.8	-7.1
52	C=CCC1(N(C(C)=O)c2ccccc2C)CCCCC1	-3.6	0.1	2.4	-10.3	8.6	-5.2	-4.5	-0.4	-6.3	0.4
53	COc1ccc(/C=N/NC(=O)CCc2c(C)n[nH]c2C)cc1O	-1.1	-0.7	-0.3	1.4	0.7	2.1	1.4	1.0	9.4	4.3
54	Clc1ccc(-c2nn3c(C4COc5ccccc5O4)nnc3s2)cc1 (stereo not drawn)	3.2	0.0	2.8	-2.5	-2.5	3.7	-10.4	-0.4	2.9	0.7
55	C=CCN1C(c2ccccc2)=CS/C1=C(/C#N)c1nnc(N2CCOCC2)n1-c1ccccc1	-2.8	1.0	7.2	-3.6	4.7	-2.3	3.2	-0.7	3.6	-0.8
56	O=C(c1[nH]c(C(F)(F)F)nc1-c1ccccc1)N1CCN(c2ncccn2)CC1	3.0	-0.3	3.6	2.8	6.3	-9.8	0.5	x	-6.9	-5.2
57	CCCCC(=O)Nc1nc(C)c(-c2csc(Nc3cc(OC)ccc3OC)n2)s1	26.3	-1.4	-5.0	-0.6	4.5	1.6	2.6	-4.4	0.9	2.7
58	O=C(c1ccc(OCC2CCCO2)cc1)N1CCc2ccccc2C1 (stereo not drawn)	-1.6	0.4	9.3	3.4	-4.7	-2.6	0.6	1.8	3.2	3.3

# Assay outcomes from PubChem.

# Compounds were not picked by outcome; 4.5% or so of the library scored in one or more.
